# Assay outcomes (PubChem BioAssay)
# PGE2 EP2 inh: inhibitors of human EP2 prostaglandin E2 receptor. P43116. C6 glioma cells expressing human EP2, cAMP TR-FRET; cells stimulated with saturating PGE2. inhibition, % at 25 µM. 0.52% of 260,000 active. AID 1422;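 active = percent inhibition above 40 after rounding to a whole number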;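 also: rat C6 glioma host cells with rolipram phosphodiesterase inhibitor present; the protocol text gives 20 µM as final concentration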
# Target sequence (P43116 whole entry, looked up): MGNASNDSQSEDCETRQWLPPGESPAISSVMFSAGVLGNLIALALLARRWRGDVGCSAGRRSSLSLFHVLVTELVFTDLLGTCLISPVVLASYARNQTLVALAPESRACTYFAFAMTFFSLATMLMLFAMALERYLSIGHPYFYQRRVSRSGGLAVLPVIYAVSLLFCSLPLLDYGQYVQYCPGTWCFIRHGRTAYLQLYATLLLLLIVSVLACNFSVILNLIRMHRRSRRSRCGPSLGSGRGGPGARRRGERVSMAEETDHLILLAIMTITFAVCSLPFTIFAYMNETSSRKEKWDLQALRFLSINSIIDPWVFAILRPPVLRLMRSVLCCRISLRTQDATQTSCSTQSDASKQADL
# EP2 modulator: modulators of human EP2 prostaglandin E2 receptor; P43116; EP2-expressing cells, cAMP HTRF FRET, PGE2 co-stimulation; induction, % at 25 µM; 0.83% of 260,000 active; AID 940;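 active = compounds whose cAMP rise, as percent of the full-agonist control response, exceeds 60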;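 also: rat C6 glioma line stably carrying human EP2 under a CMV promoter; the protocol text gives 20 µM as final concentration; 100% = response of wells given 1 µM PGE2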
# The depositor's hits bear a star; & = joins results of further samples. The list is partial; rates above refer to the full screens.
SMILES,PGE2 EP2 inh,EP2 modulator
COCCn1nnnc1C(c1cc2ccc(C)cc2[nH]c1=O)N(Cc1ccccc1)Cc1ccco1 (centres undefined),9,24
Cc1ccccc1CN(Cc1cncn1C)C1CC(C)(C)NC(C)(C)C1,10,-20
O=c1[nH]c(=O)c2nn3nnnc3nc2[nH]1,6,2
COC(=O)C(C)n1cnc2scc(-c3ccccc3)c2c1=O (centres undefined),4,22
COc1ccc(CNC(=O)c2c(O)c3cc(OC)c(OC)cc3[nH]c2=O)cc1OC,10,-9
Cc1ccc(Cl)cc1NC(=O)CSc1nnc(-c2ccncc2)n1C1CCCCC1,27,-25
O=c1c2snc(-c3ccc(F)cc3)c2ncn1Cc1ccc(F)cc1,8,-45
CCOC(=O)C(=O)Nc1sc(C(=O)Nc2cc(C)ccc2C)c(C)c1C(=O)OC,12,-2
COc1ccccc1CC(=O)NCCN1CCC(O)(c2cccc(F)c2)CC1,4,16
CC1CCCCN1c1ccc(NC(=O)c2ncoc2-c2ccccc2F)cc1C(N)=O (centres undefined),6,-18
CC1CCN(C(=O)COc2ccc(S(=O)(=O)NC3CCCC3)cc2)CC1,15,-80
COc1ccc(-c2nc3ccccn3c2Cl)cc1,12,-46
Cc1cccc(NC(=O)Cn2cc(C(=O)C3CC3)c3ccccc32)c1,8,-51
CCc1nnc(NC(=O)CSc2nc(C3CC3)nc3sc4c(c23)CCC(C)C4)s1 (centres undefined),6,13
O=C1NC2(CCN(C(=O)CC3CCCC3)CC2)Nc2ccccc21,3,1
Cc1ccccc1C1(O)CCN(CC(O)c2ccc3ccccc3c2)CC1 (centres undefined),6,-102
Cc1ncccc1-c1cc2cccnc2n1CCCNC(=O)Cc1cccc(F)c1,9,-11
Cc1ccc(-c2noc(C3CCCN(C(=O)c4ccc(C(C)(C)C)cc4)C3)n2)o1 (centres undefined),10,-16
CC1CCN(c2nc3c(c(=O)[nH]c(=O)n3C)n2CCCSc2ncccn2)CC1,7,0
COc1ccc(C(=O)Sc2nc3ccccc3o2)cc1,5,48
O=C(NC1CCCCC1)C1OC(c2ccccc2)OC1C(=O)NC1CCCCC1 (centres undefined),11,34
CC1CCCN(C(=S)Nc2ccccc2)C1 (centres undefined),11,5
O=c1c2ccccc2nc(SCCN2CCOCC2)n1Cc1ccco1,14,-5
Cc1cc(C)c2c(NCc3ccco3)n[nH]c2n1,6,-29
Cc1cc(C=C2C(=O)NC(=O)NC2=O)c(C)n1C1CCCC1,8,-74
C=CCN1C(=O)C(C(=O)NC(C)(C)C)C2CC1(C)Oc1ccccc12 (centres undefined),4,16
CC(C)c1ccc2c(c1)CCC1C(C)(C(N)=O)CCCC21C (centres undefined),5,52
CC(C)C(=O)N1CCN(c2ccc(NC(=O)c3ccc(Cl)cc3Cl)cc2)CC1,7,-23
Cc1ccc2[nH]c(=O)c(C(c3nnnn3C3CCCCC3)N3CCN(C)CC3)cc2c1 (centres undefined),14,-22
CCOc1ccc2[nH]c(=O)c(CN(CCc3ccccc3)C(C)=O)cc2c1,5,-78
CCn1cc(S(=O)(=O)N2CCCc3cc(OC)ccc32)cn1,4,-78
COCC(=O)Nc1nnc(SCC(=O)N2CCCCC2)s1,3,15
CCCNS(=O)(=O)c1ccc(OCC(=O)N2CCCCC2)cc1,6,-23
CCOC(=O)C1=C(C)OC(N)=C(C#N)C1c1cc2ccc(C)c(C)c2[nH]c1=O (centres undefined),11,-42
Cn1c(N2CCC(C(=O)NC3CCCCC3)CC2)nc2ccccc21,4,-5
O=C(NC1CCCC1)C(c1ccco1)N(Cc1ccc(Cl)cc1)C(=O)c1csnn1 (centres undefined),5,9
O=C(c1ccc(F)cc1)c1ccc2c(c1)OCCCO2,4,-12
NC(=O)[C@@H]1CCCNC1,5,20
Cc1nc(SCC(=O)Nc2ccccc2F)c2c(C)c(C)sc2n1,7,30
COc1c(C(=O)NCc2noc(-c3ccccc3)n2)cnc2cc(Cl)ccc12,5,-77
O=C(CSc1nnc(-c2ccccc2F)o1)N1c2ccccc2Sc2ccccc21,9,28
CCC(c1nnnn1Cc1ccco1)N(Cc1cc2cc(C)ccc2[nH]c1=O)CC1CCCO1 (centres undefined),17,35
C=CCn1c(N2CCC(C(=O)NCC(C)c3ccccc3)CC2)nc2ccccc21 (centres undefined),9,-61
Cc1nc2ccccc2n1CC(=O)N[C@@H](C)Cn1nnc2ccccc21,3,-16
O=C(Nc1ccccc1Br)c1nccc2ccccc12,14,-2
O=c1c2ccccc2oc2ccccc12,9,-45
Cc1ccc(-n2c(C)nnc2SCC(=O)Nc2ccc3c(c2)OCCO3)cc1,14,12
Cc1cc2ccccc2n2c(=O)n(CC(C)NC(=O)CN3CCCC3=O)nc12 (centres undefined),7,-13
COC(=O)c1c(NC(=O)Cc2ccccc2)sc(C(=O)NC2CCCCC2)c1C,10,16
COc1ccccc1OCc1nnc(SCC(=O)Nc2cccc(Cl)c2)n1C,19,2
# (listing goes on)
SMILES,PGE2 EP2 inh,EP2 modulator
Cc1ccc(Cn2nnc3c(=O)[nH]c(C4CCCN(C(=O)CCC5CCCC5)C4)nc32)cc1 (centres undefined),9,32
Oc1ccccc1-c1nc(=S)[nH][nH]1,9,27
CCC(C(=O)O)[n+]1c(C)cc(C)cc1C (centres undefined),10,-5
O=C(COc1ccc(Br)cc1Br)NNC(=O)c1cccs1,8,-56
COc1cc2cc(CN(CCO)C(=S)Nc3ccc(F)cc3)c(=O)[nH]c2cc1OC,8,-31
COCCn1nnnc1CN(Cc1cc2cc3c(cc2[nH]c1=O)OCCO3)C1CCCCC1,8,-20
COc1ccc(C)cc1NC(=O)CSc1nc(C)nc2sc(C)c(C)c12,9,57
Cc1cccc(NC(=O)COC(=O)c2cccs2)c1C,7,-12
Cc1cc(CSc2nnc(-c3ccccc3)n2C)oc1C(=O)O,6,-13
COc1ccc2cc(CN(Cc3nnnn3CC3CCCO3)C3CCCCC3)c(=O)[nH]c2c1 (centres undefined),9,-6
c1ccc([I+]c2cccs2)cc1,15,-12
COCCNC(=S)N(Cc1cc2cc(C)c(C)cc2[nH]c1=O)C1CCCC1,11,5
O=C(O)CSC1=NCCS1,4,-16
Cn1c(=O)n(C)c2cc(CN(Cc3ccc(F)cc3)CC3CCCO3)ccc21 (centres undefined),8,20
CCCC(=O)Nc1sc(C(=O)OC)c(C)c1C#N,12,-6
COc1ccccc1NC(=O)NC1CC2CCCC(C1)N2C1CC1 (centres undefined),13,-61
CC(=O)c1csc(NC(=O)COc2cccc3nsnc23)n1,9,-35
COc1ccc(-c2cc(C(F)(F)F)nc(SCC(=O)NCCN3CCOCC3)n2)cc1,20,-34
O=C(NCCC1=CCCCC1)C(=O)NCCN1CCOCC1,9,-6
CCOc1ccc2[nH]c(=O)c(C(c3nnnn3Cc3ccc(OC)cc3)N3CCN(C)CC3)cc2c1 (centres undefined),12,-1
COc1ccccc1N1CCN(CCN(C(=O)c2ccc(I)cc2)c2ccccn2)CC1,12,2
CCC(C)(C)n1nnnc1C(c1ccccc1OC)N1CCc2ccccc2C1 (centres undefined),20,35
CC(C)Oc1cccc(C(=O)NC(=S)Nc2ccc(N3CCOCC3)cc2)c1,18,13
Cc1cccc(C(=O)NC2CCNCC2)c1,11,-6
O=C(/C=C\Nc1ccc2c(c1)OCO2)c1cccc2ccccc12,16,-25
COC(=O)C1=C(C)Nc2nc3ccccc3n2C1c1ccccc1 (centres undefined),9,6
Cc1ccc(C)c(/C(O)=C2/C(=O)C(=O)N(Cc3ccco3)C2c2cccnc2)c1 (centres undefined),23,10
CC(=O)N1CCc2cc(-c3csc(NC(=O)CCc4ccccc4)n3)ccc21,10,-83
Cc1ccc2cc(CN(Cc3ccco3)C(=S)NCc3ccccc3)c(=O)[nH]c2c1C,16,3
COCCn1nnnc1C(c1cc2cc(C)c(C)cc2[nH]c1=O)N1CCN(c2ccc(F)cc2)CC1 (centres undefined),3,-4

# 18 compounds from above, ordered by molecular weight, smallest number first.
SMILES,PGE2 EP2 inh,EP2 modulator
O=C(O)CSC1=NCCS1,4,-16
Cc1cccc(C(=O)NC2CCNCC2)c1,11,-6
CCCC(=O)Nc1sc(C(=O)OC)c(C)c1C#N,12,-6
c1ccc([I+]c2cccs2)cc1,15,-12
O=C(NCCC1=CCCCC1)C(=O)NCCN1CCOCC1,9,-6
COC(=O)C1=C(C)Nc2nc3ccccc3n2C1c1ccccc1 (centres undefined),9,6
COc1ccccc1NC(=O)NC1CC2CCCC(C1)N2C1CC1 (centres undefined),13,-61
CC(=O)c1csc(NC(=O)COc2cccc3nsnc23)n1,9,-35
Cn1c(=O)n(C)c2cc(CN(Cc3ccc(F)cc3)CC3CCCO3)ccc21 (centres undefined),8,20
Cc1ccc(C)c(/C(O)=C2/C(=O)C(=O)N(Cc3ccco3)C2c2cccnc2)c1 (centres undefined),23,10
CC(=O)N1CCc2cc(-c3csc(NC(=O)CCc4ccccc4)n3)ccc21,10,-83
CC(C)Oc1cccc(C(=O)NC(=S)Nc2ccc(N3CCOCC3)cc2)c1,18,13
Cc1ccc2cc(CN(Cc3ccco3)C(=S)NCc3ccccc3)c(=O)[nH]c2c1C,16,3
COc1ccc2cc(CN(Cc3nnnn3CC3CCCO3)C3CCCCC3)c(=O)[nH]c2c1 (centres undefined),9,-6
COc1ccc(-c2cc(C(F)(F)F)nc(SCC(=O)NCCN3CCOCC3)n2)cc1,20,-34
CCOc1ccc2[nH]c(=O)c(C(c3nnnn3Cc3ccc(OC)cc3)N3CCN(C)CC3)cc2c1 (centres undefined),12,-1
COCCn1nnnc1C(c1cc2cc(C)c(C)cc2[nH]c1=O)N1CCN(c2ccc(F)cc2)CC1 (centres undefined),3,-4
COc1ccccc1N1CCN(CCN(C(=O)c2ccc(I)cc2)c2ccccn2)CC1,12,2

# New compounds follow:
SMILES,PGE2 EP2 inh,EP2 modulator
COc1cccc(C(C(=O)NC2CCCC2)N(C(=O)c2ccco2)c2cccc(Cl)c2)c1OC (centres undefined),12,13
Cc1cccc(NC(=O)c2cc(C)nc3ccccc23)c1,7,-31
CC1=C(/C=C/C(C)=C/C=C/C(C)=C\C(=O)O)C(C)(C)CCC1,18&15&10,10&15
Cc1nc(NC(=O)CSc2nnc3c4c5c(sc4ncn23)CCCC5)sc1C,9,45
Nc1cc(-c2cccs2)nn(CC(=O)NCc2cccc(F)c2)c1=O,1,13
Cc1nn(CC(=O)N(C)C)c(=O)c2cc3ccsc3n12,8,-36
CCc1cc2c(NCC(C)O)ncnc2s1 (centres undefined),16,-60
CCOCCCNC(=O)C1CCCN1C(=O)Nc1cccc(Cl)c1 (centres undefined),8,-14
Cc1cc(NC(=O)c2ccc(S(=O)(=O)N3CC(C)OC(C)C3)cc2)no1 (centres undefined),10,-28
CCN1CCN(C(=O)c2cc3sc4ccccc4c3s2)CC1,19,-114
CN(C)CCCCSC(=N)N,14,-1
COC(=O)c1cnn2c(C(F)(F)F)cc(-c3ccc(C)cc3)nc12,12,-8
Cc1ccc(C(C)C(=O)NCCn2nc(-c3cccs3)ccc2=O)cc1 (centres undefined),6,-2
Cc1cc(C)c2[nH]c(=O)c(C(c3nnnn3C(C)(C)C)N3CCc4ccccc4C3)cc2c1 (centres undefined),18,19
CC1CCCC(C)N1C(=O)Cn1nc2c3ccccc3nc(C3CC3)n2c1=O (centres undefined),6,0
COc1cc(NC(=O)c2sc3nc4c(C)cccc4cc3c2N)cc(OC)c1,11,-39
CCOC(=O)c1ccc(NC(=O)CSc2nnnn2C)cc1,8,-42
Cn1nccc1C(NC(=O)C1CC(c2ccc(Cl)cc2)=NO1)c1ccccc1 (centres undefined),6,-11
CCCOC1CCCN(Cc2cn(CC(N)=O)c3ccccc23)C1 (centres undefined),8,-64
CCN(C(=S)NC(=O)c1cccs1)c1ccccc1,14,9
O=C(CN1CCC(n2nnc3cc(C(F)(F)F)ccc32)CC1)NCCc1ccccc1,19,-21
CCOc1ccc(Nc2nc(Cc3nnc(SCC(=O)c4ccc(Cl)cc4)o3)cs2)cc1,14,3
OC1(c2ccccc2)CCN(Cc2cccc(Oc3ncccn3)c2)C1 (centres undefined),2,-50
COc1ccccc1NC(=O)N(Cc1ccc(Cl)cc1)Cc1cc2cccc(C)c2[nH]c1=O,6,22
O=C(NCCNCc1cccnc1)c1ccco1,10,2
COC(=O)CSc1nnc(CSc2nc(C)cc(C)n2)n1-c1ccc(C)cc1,10,-21
COc1ccccc1-c1cc(C(=O)NCc2noc(-c3ccccc3)n2)no1,7,-88
N#Cc1c(NC(=S)NC(=O)c2ccc(Br)cc2)sc2c1CCCC2,11,-72
COC(=O)c1sc2nc3cc(C)cc(C)c3cc2c1N,14,-24
O=C(CSc1ncnc2sc3c(c12)CCCC3)Nc1ccccc1,15,-3
COc1ccccc1C1(NC(=O)c2cnsc2)CCCC1,6,10
O=C1NC2(CCN(C(=O)C3(c4ccc(Cl)cc4)CCC3)CC2)Nc2ccccc21,5,-42
O=C(CSc1nnnn1-c1ccc(F)cc1)Nc1nc(-c2cccs2)cs1,14,-34
COc1ccccc1C1Nc2ccccc2-c2cc(C)nn21 (centres undefined),12,49
CCN1CCN(C(=O)CN(c2cc(C)ccc2OC)S(=O)(=O)c2ccccc2)CC1,8,-1
COCCCNS(=O)(=O)c1ccc2c3c(cccc13)C(=O)N2C,14,-3
Cc1ccc(C(=O)Nc2ccc(N3CCN(C(=O)C(C)C)CC3)cc2)c(Cl)c1,7,-20
Cc1cc(NCCCN(C)C)c2ccccc2n1,9,-44
COc1ccccc1N1C(=O)CC2(CCCC2)CC1=O,6,20
Cc1cc(C)nc(N2CCCC(C(=O)Nc3cccc(F)c3)C2)n1 (centres undefined),12,-43
CCn1cc(S(=O)(=O)N2CCCC(COc3ccccc3OC)C2)c(C)n1 (centres undefined),4,-35
CCc1ccc2nc(SCC(=O)OC)c(C#N)cc2c1,13,-6
CCC1CCCCN1C(=O)CCSc1nc(-c2ccc3c(c2)OCO3)cc(C(F)(F)F)n1 (centres undefined),14,-84
COCCn1c2ccccc2n2c(=O)n(CC(=O)NC3CCCCC3)nc12,10,-21
